# Assay outcomes (PubChem)
# FLuc counter: qHTS profiling assay for firefly luciferase inhibitor/activator using purifed enzyme and Km concentrations of substrates (counterscreen for miR-21 project). purified FLuc, Km substrates, luminescence inhibition. AID 588342, 2011. 360,000 tested, 6.9% active. Potency, µM (series often up to 57.5 µM), for inactives: at the top dose activity change, negative = inhibition, hits mostly inhibitors;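 also: plate controls were vehicle for no effect and reference inhibitor for full effect; nearly all actives have a fitted effect of over 55% in size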
# Target sequence (P08659 whole entry, looked up): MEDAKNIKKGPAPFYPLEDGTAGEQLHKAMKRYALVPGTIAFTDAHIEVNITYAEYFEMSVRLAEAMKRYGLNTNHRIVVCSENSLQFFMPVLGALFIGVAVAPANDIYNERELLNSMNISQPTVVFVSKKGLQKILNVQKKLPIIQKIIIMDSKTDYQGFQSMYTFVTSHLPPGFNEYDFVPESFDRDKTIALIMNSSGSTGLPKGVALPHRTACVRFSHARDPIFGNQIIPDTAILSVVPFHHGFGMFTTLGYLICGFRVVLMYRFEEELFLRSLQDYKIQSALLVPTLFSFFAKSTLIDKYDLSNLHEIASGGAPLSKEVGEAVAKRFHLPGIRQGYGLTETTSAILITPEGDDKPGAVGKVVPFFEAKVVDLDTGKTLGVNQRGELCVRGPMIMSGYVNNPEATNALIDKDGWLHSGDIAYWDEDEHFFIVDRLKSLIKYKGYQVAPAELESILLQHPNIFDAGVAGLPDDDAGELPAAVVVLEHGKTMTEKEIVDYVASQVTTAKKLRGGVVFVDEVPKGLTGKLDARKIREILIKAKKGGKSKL
#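 Purified P. pyralis luciferase, 10 nM final, with Km-level 10 uM D-luciferin and 10 uM ATP in 50 mM Tris acetate pH 7.5, 10 mM Mg acetate, 0.01% Tween-20, 0.05% BSA; 6-point qHTS titration about 60 µM downward; luminescence read.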
# BRCA1 expr up: qHTS Assay to Identify Small Molecule Activators of BRCA1 Expression. MCF7-BRCA1-FFLuc reporter, luminescence, 48 h; response scale: scaled: vehicle 0%, 10 µM genistein 100%. Potency, µM (highest dose often 46.1 µM), inactives show at the highest dose activation, actives largely listed as activators. 380,000 tested, 1.1% active. AID 624202, 2012; also: nearly all actives have a fitted effect of over 80% in size; some results filed as inactive show a strong effect at the top dose
#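 Cells: MCF7-BRCA1-FFLuc, 2000/well. Exposure: 48 h, 37 °C, 5% CO2. Read: luminescence, 15 min post-substrate. Controls: genistein 10 microM (maximal activation), DMSO (neutral).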
# * = called active by the depositor; ? = inconclusive. Calls follow the shape of the dose curve; as a rule, active = well fitted curve in the direction sought with a large enough effect; inconclusive = small, poorly fitted or top-dose-only effect, or another doubt; inactive = no such curve, though single readings can be large; an effect the other way counts as inactive or inconclusive. Potency is read from the fitted curve at half-maximal effect.
SMILES,FLuc counter,BRCA1 expr up
COc1ccc(CNC(=O)CN2CCSc3ccccc32)c(OC)c1,-11%,10%
Cc1ccc(C)c(-c2nn(CC(=O)Nc3cc(F)ccc3F)c(=O)c3c2CCCC3)c1,-4%,-16%
CCc1nc(Nc2ccc(F)c(Cl)c2)c2c3c(sc2n1)CCCC3,-2%,0%
CCOC(=O)c1cc(OC(=O)c2ccc(OC)c(OC)c2)n(-c2ccccc2)n1,-15%,36%
CCn1c(=O)cc(OCC(=O)Nc2ccc(C)c(F)c2)c2ccccc21,3%,0%
CCOC(=O)c1c(Nc2ccc(C)c(C)c2)nnc(-c2ccccc2)c1-c1ccccc1,-11%,-33%
O=C(NC1(C(F)(F)F)C(=O)Nc2c1c(=O)[nH]c(=O)n2CCc1ccccc1)c1ccc(Cl)cc1Cl (stereo unspecified),?,10%
Cc1ccc(N(CC(=O)Nc2ccc(Cl)cc2)S(=O)(=O)c2cccc3nonc23)cc1,3%,-34%
CC(=O)c1ccc(NC(=O)c2cc3sccc3n2Cc2ccc(F)cc2)cc1,1%,-12%
O=C(O)c1sc(Nc2ccccc2)nc1-c1ccccc1,2%,-3%
CCOC(=O)N1CCC(NC(=O)c2ccc3c(c2)N(Cc2cccc(C)c2)C(=O)c2ccccc2S3(=O)=O)CC1,-3%,-45%
Cc1ccccc1NC(=O)Cn1c(=O)n(CCCC(=O)NCc2ccc3c(c2)OCO3)c(=O)c2ccccc21,-1%,-3%
Cc1ccc(OCC(=O)OCc2cc(=O)n3ccsc3n2)cc1C,2%,0%
Cc1nn(C)c(C)c1CCNC(=O)Nc1cccc(Cl)c1C,-3%,6%
Cc1cccc(-n2c(=O)c3c(c4cc(C)ccc4n3C)n(CC(=O)N3CCCC3)c2=O)c1,-7%,14%
COc1cccc(CN2C(=O)C3(SCC(=O)N3c3ccc(C(C)C)cc3)c3ccccc32)c1 (stereo unspecified),-6%,-48%
CCOC(=O)c1c(C)c(-c2ccccc2)n(CC(=O)Nc2cc(C)ccc2OC)c1C,-5%,21%
COc1cc2c(cc1OC)C(c1cc(OC)c(O)c(OC)c1)CC(=O)N2 (stereo unspecified),-1%,3%
CCOC(=O)C1CCCN(S(=O)(=O)c2ccc3[nH]c(=O)ccc3c2)C1 (stereo unspecified),5%,-11%
CCN(CC)S(=O)(=O)c1ccc2c(c1)c(=O)c(C(=O)N1CCN(c3ccccc3OC)CC1)cn2C,-1%,7%
Cc1ccc(C)c(N2CCN(C(=O)c3ccc(CS(=O)(=O)c4ccc(Br)cc4)o3)CC2)c1,2%,-6%
O=c1cc(-c2ccccc2)nc(SCc2nc(-c3ccc(C(F)(F)F)cc3)no2)[nH]1,-18%,0%
CCc1ccc(Sc2cc(C(=O)NCCCOC(C)C)c3ccccc3n2)cc1,-16%,-32%
CCOc1cc(CNCCSc2nnnn2C)ccc1OCc1ccc(Cl)cc1Cl,-11%,-56%
Cc1nc2nncn2c(Nc2ccccc2)c1C,-1%,-10%
CSc1ccc(CCNC(=O)c2c(C)oc3ncn(C)c(=O)c23)cc1,-2%,-2%
Cn1cc(S(=O)(=O)N2CCCCCC2)cc1C(=O)N1CCN(c2ccccc2F)CC1,5%,3%
Cc1ccc(CSc2nc3ccc(NC(=O)COc4ccccc4F)cc3s2)cc1,-11%,17%
CC(C)(C)CC(=O)NC1CC(=O)N(c2ccc3c(c2)OCCO3)C1 (stereo unspecified),-2%,2%
Cc1ccc(N2C(=O)CSC23C(=O)N(CC(=O)NC2CCCCC2)c2ccccc23)cc1C (stereo unspecified),-1%,-12%
CCOc1ccc(NC(=O)Cn2cc(C(=O)c3ccc(F)cc3)c(=O)c3cc4c(cc32)OCCO4)cc1,2%,10%
Cc1cc(NC(=O)CN(C)S(=O)(=O)c2ccc3c(c2)CCCC(=O)N3)ccc1Br,?,-40%
CCC(=O)Nc1ccc2nc(SCCOc3ccc(C)cc3)sc2c1,-1%,21%
Cc1cc(C)c(S(=O)(=O)NCCc2cc3c(C)ccc(C)c3[nH]c2=O)c(C)c1,0%,20%
COc1cc(Br)c(C2CC(=O)Nc3cc(OC)c(OC)c(OC)c32)cc1OC (stereo unspecified),0%,-13%
COc1ccc(OC)c(NC(=O)Cn2cnc3ccc(S(=O)(=O)N4CCC(C)CC4)cc3c2=O)c1,-7%,-10%
COc1ccc(-c2noc(CSc3nc4ccc(C)cc4[nH]3)n2)cc1,?,-21%
CCc1ccc(OCCn2c(C3CC(=O)N(Cc4ccc(F)cc4)C3)nc3ccccc32)cc1 (stereo unspecified),4%,0%
Cc1cc(N2CCC(C(=O)Nc3ccc(Cl)cc3)CC2)n2nc(C)c(-c3ccc(Cl)cc3)c2n1,2%,-2%
CC1=C(C(=O)Nc2ccc(C)cc2C)C(c2ccc[nH]2)n2ncnc2N1 (stereo unspecified),-1%,0%
CCN(C(=O)CCS(=O)(=O)c1ccc2c(c1)CCN2C(C)=O)c1cccc(C(F)(F)F)c1,-2%,-3%
Cc1ccc(NS(=O)(=O)c2ccc3[nH]c(=O)ccc3c2)cc1N(C)C,-6%,-6%
Cc1cccc(N(C)c2nc3ccc(C)cc3n3cnnc23)c1,?,-1%
Cc1ccc(N2C(=O)[C@@H]3CSC(c4ccc(C(F)(F)F)cc4)N3C2=O)cc1 (stereo partly specified),-2%,-14%
CC(=O)c1cccc(NC(=O)CSc2nc(=O)n(Cc3ccco3)c3c2CCC3)c1,-11%,0%

# Gathered by group, the compounds so far with a thiophene ring, fused or not
SMILES,FLuc counter,BRCA1 expr up
CCc1nc(Nc2ccc(F)c(Cl)c2)c2c3c(sc2n1)CCCC3,-2%,0%
CC(=O)c1ccc(NC(=O)c2cc3sccc3n2Cc2ccc(F)cc2)cc1,1%,-12%

# Continued.
SMILES,FLuc counter,BRCA1 expr up
O=c1c2sc3ccccc3c2n(Cc2cccc(Cl)c2)c(=O)n1Cc1ccco1,-13%,-4%
Cc1ccc(-c2nc3c4ccccc4[nH]c(=O)n3n2)cc1,?,-18%
O=C(CSc1nccn1Cc1ccccc1)Nc1nc2ccccc2s1,17µM*,40%
COc1ccc(Cn2c(CO)cnc2SCc2ccccc2)cc1,-18%,75%
COc1ccc(C(=O)/C=C/c2cn(CC(O)CN3CCc4ccccc43)c3ccccc23)cc1 (stereo unspecified),-15%,-31%
Cc1ccc2scc(N3CCCC(C)C3)c(=O)c2c1 (stereo unspecified),0.76µM*,?
COc1ccc(Cn2c(C(=O)O)c(CNC3CCCC3)c3ccc(OC)cc32)cc1,-3%,-17%
CCC(=O)N1c2ccc(S(=O)(=O)N3CCC(C)CC3)cc2CC1C (stereo unspecified),-3%,1%
O=C(Cn1c(=O)n(-c2ccc(Cl)cc2)c(=O)c2sc3ccccc3c21)NC1CCCC1,-1%,14%
COc1ccc(Cl)cc1C(=O)Nc1nnc2n1CCS2,0%,-11%
CCc1ccccc1NS(=O)(=O)c1ccc(-c2coc(C)n2)cc1,-14%,-17%
CCOCCCn1c(=N)c(S(=O)(=O)c2ccc(Cl)cc2)cc2c(=O)n3cccc(C)c3nc21,-6%,10%
O=C(Cn1c(=O)oc2cc(S(=O)(=O)NC3CCCC3)ccc21)Nc1ccc(F)c(F)c1,1%,5%
COc1ccc(-c2cc(C(F)(F)F)nc(NCc3ccccc3)n2)cc1,-2%,-3%
Cc1ccc(C)c(CSc2nc3ccncc3n2Cc2nc(-c3ccccc3Cl)oc2C)c1,-15%,0%

# Full records from above. Values in the order: FLuc counter, BRCA1 expr up
# O=c1cc(-c2ccccc2)nc(SCc2nc(-c3ccc(C(F)(F)F)cc3)no2)[nH]1 is entered as -18%, 0%
# CCC(=O)N1c2ccc(S(=O)(=O)N3CCC(C)CC3)cc2CC1C (stereo unspecified) is entered as -3%, 1%
# CCOC(=O)c1cc(OC(=O)c2ccc(OC)c(OC)c2)n(-c2ccccc2)n1 is entered as -15%, 36%
# Cc1cccc(-n2c(=O)c3c(c4cc(C)ccc4n3C)n(CC(=O)N3CCCC3)c2=O)c1 is entered as -7%, 14%

# Returning to the listing, starting 2 compounds before the break.
SMILES,FLuc counter,BRCA1 expr up
COc1ccc(-c2cc(C(F)(F)F)nc(NCc3ccccc3)n2)cc1,-2%,-3%
Cc1ccc(C)c(CSc2nc3ccncc3n2Cc2nc(-c3ccccc3Cl)oc2C)c1,-15%,0%
COCCN1Cc2cccc(C(=O)Nc3ccc(Cl)cc3Cl)c2C1=O,4%,-14%
COc1ccc2c(c1)c1c(c(=O)n(Cc3ccccc3)c(=O)n1Cc1cc(C)ccc1C)n2C,0%,-11%
COc1ccccc1N1CCN(C(=O)c2c(C)oc3ncn(CC(C)C)c(=O)c23)CC1,-1%,-3%
CCC(=O)N1CCc2cc(CNS(=O)(=O)c3ccc(C(C)C)cc3)ccc21,-3%,3%
Cc1ccc(-n2c(Cc3ccccc3)nnc2SCc2nc(-c3cccs3)no2)cc1,-19%,-17%
CC(C)Oc1ccc(C(=O)Nc2nnc3n2CCS3)cc1,11µM*,4%
CCCn1c(=O)sc2cc(NC(=O)c3ccc(OC)c(Br)c3)ccc21,-11%,-60%
O=C(NCCc1ccccc1)c1ccc2c(c1)N(Cc1ccc(Cl)cc1)C(=O)c1ccccc1S2(=O)=O,2%,3%
O=C(CN1C(=O)C2(SCC(=O)N2c2ccccc2)c2ccccc21)NCc1ccccc1Cl (stereo unspecified),4%,-16%
CCc1ccc(NC(=O)C(NS(=O)(=O)c2cccs2)C(C)C)cc1 (stereo unspecified),0%,-4%
Cc1ccc(CNC(=O)c2c(O)nc3ccccn3c2=O)cc1,-3%,6%
CCc1ccccc1NC(=O)Cn1c(=O)ccc2cc(S(=O)(=O)N3CCC(C)CC3)ccc21,-1%,5%
Cc1ccc(NC(=O)Cn2c(=O)oc3cc(S(=O)(=O)NCc4ccccc4)ccc32)cc1,-19%,0%
O=C(Cc1ccccc1)Nc1nnc2n1CCS2,1%,13%
O=C(CCCCn1c(=O)c2ccccc2n(CC(=O)Nc2ccc(F)cc2F)c1=O)NCc1ccccc1Cl,1%,-8%

# Copied from the list:
# COc1ccc2c(c1)c1c(c(=O)n(Cc3ccccc3)c(=O)n1Cc1cc(C)ccc1C)n2C @ FLuc counter: 0%
# O=C(NCCc1ccccc1)c1ccc2c(c1)N(Cc1ccc(Cl)cc1)C(=O)c1ccccc1S2(=O)=O @ FLuc counter: 2%

# Other records follow:
SMILES,FLuc counter,BRCA1 expr up
COC(=O)c1ccc(-n2nnc(-c3nsc(NC(=O)c4ccc(Cl)cc4)n3)c2C)cc1,2%,0%
CCc1cccc(NC(=O)C(Cc2ccccc2)NS(=O)(=O)c2ccc3c(c2)c(=O)n(C)c(=O)n3C)c1 (stereo unspecified),-12%,-26%
CCOc1ccccc1NC(=O)C1CCN(S(=O)(=O)c2ccc3[nH]c(=O)ccc3c2)CC1,-3%,4%
Cc1ccc(NC(=O)CSc2nc3ccc(NC(=O)COc4ccc(C)cc4)cc3s2)cc1,4%,5%
O=C(Nc1cccc2cccnc12)c1ccc(-c2cccc(Cl)c2)o1,-12%,-40%
CCOc1ccc(-n2nc3ccc(NC(=O)c4cccc(F)c4)cc3n2)cc1,6%,10%
COc1cccc(-c2nnc(-c3ccccc3NC(=O)c3ccc(F)cc3F)o2)c1,1%,23%
Cn1c(=O)c2c(nc(N3CCOCC3)n2Cc2ccccc2)n(C)c1=O,4%,3%
Cc1cccc(NC(=O)CSc2nc3ccc(NC(=O)c4ccco4)cc3s2)c1,?,0%
CC(NC(=O)C1CCN(c2nc3ccccc3nc2C(F)(F)F)CC1)c1ccccc1 (stereo unspecified),-5%,11%
COc1cccc(C2C(C(=O)Nc3ccc(C)cc3C)=C(C)Nc3nc4ccccc4n32)c1OC (stereo unspecified),5%,-7%
Cc1ccc(C(=O)Nc2c(C(=O)NC(C)(C)C)oc3ccccc23)cc1,2%,16%
CCOC(=O)c1c(C)[nH]c(C)c1S(=O)(=O)N1CCC(C(=O)NCc2cccc(OC)c2)CC1,6%,20%
Cc1cccc(C(=O)NC2(C(F)(F)F)N=C(c3ccccc3)N(C3CCCCC3)C2=O)c1 (stereo unspecified),1%,0%
COc1ccc(-c2cc3nc(C)c(CCC(=O)Nc4cccc(C(F)(F)F)c4)c(C)n3n2)c(OC)c1,-3%,24%
O=C(Cn1c(=O)n(-c2ccc(F)cc2)c(=O)c2sc3ccccc3c21)NC1CCCCC1,1%,0%
Cc1ccccc1CN1CCC(CNc2ncnc3onc(-c4ccc(Cl)cc4)c23)CC1,-2%,17%
CCOc1ccccc1C1C(C(=O)Nc2ccccc2OC)=C(C)Nc2nc3ccccc3n21 (stereo unspecified),-4%,8%
CC1CCN(c2nc3ccc(C(=O)NCc4ccccc4)cc3s2)CC1,12µM*,27%
Cc1cccc(OC(=O)c2cc(-c3ccc4c(c3)OCCO4)on2)c1,4.8µM*,7%
Cc1ccc2c(c1)c1c(c(=O)n(-c3ccccc3C)c(=O)n1Cc1cccc(F)c1)n2C,-7%,9%
COc1ccc(NC(=O)CCS(=O)(=O)c2cc3c4c(c2)CCN4C(=O)CC3)cc1OC,-3%,24%
Cc1ccc(NC(=O)c2oc3ccccc3c2NC(=O)Cc2cccs2)cc1,1%,15%
CC(=O)Nc1ccc(NC(=O)c2cc3sccc3n2Cc2ccc(Cl)cc2)cc1,-2%,-39%
CCOc1ccc(C(=O)Nc2c(C(=O)Nc3ccccc3F)oc3ccccc23)cc1OCC,-1%,2%

# An excerpt (hit frequency here may not be typical).
